GAA glycogen – qHTS Assay for Inhibitors and Activators of Human alpha-Glucosidase Cleavage of Glycogen | Lysosomal alpha-glucosidase (Homo sapiens), P10253 | recombinant GAA, glycogen substrate, Amplex Red glucose oxidase fluorescence | Potency, µM (titrated, usually from 76.4 µM), without a hit: at the highest dose activity change, negative = inhibition, most hits filed as inhibitors | hit rate 0.38% among 300,000 | AID 2100, 2009;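 also: 0% = full enzyme reaction and -100% = no-enzyme basal signal; the screen sought inhibitors and activators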
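Recombinant human enzyme (4 nM); glycogen substrate; 37 C, 40 min, pH 5.0. Readout: coupled glucose oxidase/Amplex Red fluorescence.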
aGlu spleen mod – qHTS Assay for Inhibitors and Activators of Human alpha-Glucosidase From Spleen Homogenate; AID 2112, 2009; human spleen homogenate, 4-MU-alpha-glucoside fluorescence; hit rate 0.006% among 240,000; Potency, µM (top dose mostly 79.9 µM), for inactives: at the highest dose activity change, negative = inhibition, most hits filed as inhibitors; Lysosomal alpha-glucosidase (Homo sapiens), P10253;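 also: 0% = enzyme with vehicle and -100% = no enzyme basal signal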
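Human spleen homogenate (1 ug) incubated with compounds and 1 mM 4-methylumbelliferyl-alpha-D-glucopyranoside in pH 5.0 citrate/phosphate buffer, 37 C, 40 min. Stopped at pH 10; 4-MU fluorescence (Ex 365/Em 440 nm); AC50 by Hill fit.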
GAA inhib – qHTS Assay for Inhibitors of Human alpha-Glucosidase as a Potential Chaperone Treatment of Pompe Disease; hit rate 0.005% among 200,000; purified human GAA, 4-MU-alpha-glucoside fluorescence; Potency, µM (titrated, usually from 76.9 µM), for inactives: top-dose activity change, negative = inhibition, hits mostly inhibitors; Lysosomal alpha-glucosidase (Homo sapiens), P10253;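 also: plate controls were uninhibited enzyme wells for no effect and no-enzyme background for full effect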
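Endpoint fluorogenic read: 20 min room-temperature reaction of 4 nM human alpha-glucosidase with 400 uM 4-methylumbelliferyl-alpha-D-pyranoside, pH 5.0, quenched with 1M NaOH/1M glycine pH 10. AC50 from Hill modeling.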
HTT ATP protect – qHTS Multiplex Assay to Identify Dual Action Probes in a Cell Model of Huntington: Cytoprotection (ATP); PC12 HTT-Q103 induced, cytoprotection, ATP luminescence, 40 h; Potency, µM (doses to about 56.4 µM), for inactives: cytoprotection (ATP increase), hits mostly activators; hit rate 0.14% among 230,000;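 also: % of control where 0% means no effect; nearly all actives have a fitted effect of over 45% in size; toxic huntingtin expression switched on by the ecdysone agonist tebufenozide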
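PC12 cells with ecdysone-inducible HTT exon 1 Q103-GFP, induced with 100 nM tebufenozide and co-treated with library compounds in a dose series (1536-well, 1500 cells/well). Cytoprotection read as ATP content by ATPlite luminescence.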
GoLoco inh red – qHTS Assay for Inhibitors of RGS12 GoLoco Motif Activity (Red Fluorophore); Guanine nucleotide-binding protein G(i) subunit alpha-1 (Homo sapiens), P63096; Gai1:RGS12 GoLoco peptide FP, rhodamine, 10 min; Potency, µM (top dose mostly 61.6 µM), for the others: at the highest dose activity, negative = inhibition, most hits filed as inhibitors; hit rate 0.44% among 230,000; AID 880, 2007; active = well fitted inhibition curve with a large enough effect, not every such curve was filed as active; inactive = no such curve, though single readings can be large or run the other way; also: % is scaled to controls: 0 for no effect and ±100 for the full control effect; nearly all actives have a fitted effect of over 30% in size; many of its hits are not listed in these tables
Target sequence (P63096 whole entry, looked up): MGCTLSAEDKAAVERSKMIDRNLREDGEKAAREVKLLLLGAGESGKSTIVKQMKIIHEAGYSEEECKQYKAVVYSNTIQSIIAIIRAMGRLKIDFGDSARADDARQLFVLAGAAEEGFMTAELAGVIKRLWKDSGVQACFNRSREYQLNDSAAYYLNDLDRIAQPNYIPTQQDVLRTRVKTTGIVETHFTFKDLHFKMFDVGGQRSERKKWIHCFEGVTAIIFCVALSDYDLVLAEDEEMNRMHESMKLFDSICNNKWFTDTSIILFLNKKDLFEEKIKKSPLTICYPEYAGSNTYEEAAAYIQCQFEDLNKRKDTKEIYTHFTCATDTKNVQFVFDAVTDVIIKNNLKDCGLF
HttQ103 aggreg – qHTS Multiplex Assay to Identify Dual Action Probes in a Cell Model of Huntington: Aggregate Formation (GFP). Potency, µM (series often up to 46.1 µM), inactives show top-dose activity change, negative = inhibition, actives largely listed as inhibitors. PC12 HttQ103-GFP aggregates, Acumen cytometry, 40 h. hit rate 1.1% among 220,000; also: % is scaled to controls: 0 for no effect and ±100 for the full control effect; nearly all actives have a fitted effect of over 60% in size
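Steps: seed 1500 PC12 HTTQ103-GFP cells/well; add tebufenozide, 100 nM final; add compound titration; add ATPLite reagent; quantify GFP aggregates by laser scanning cytometry.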
IMPase Li inh – qHTS Assay for Identifying the Cell-Membrane Permeable IMPase Inhibitors: Potentiation with Lithium; Potency, µM (series often up to 59.4 µM), inactives show at the highest dose activity, negative = IMPase inhibition, actives largely listed as inhibitors; CHO-M1 cells, IP1 TR-FRET (IP-One), carbachol + lithium; hit rate 0.35% among 210,000;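 also: IP1 builds up when IMPase is blocked and the TR-FRET signal falls; plate controls were basal vehicle for no effect and high inhibitor control for full effect; nearly all actives have a fitted effect of over 50% in size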
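CHO cells stably expressing M1 receptor (2000/well) were cultured 16–30 h, then exposed to compounds with a small lithium addition for 30 min at 37C. IP1 was measured by TR-FRET competition; AC50 from Hill fits.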
Starred values were filed as active, the others as inactive; ? = inconclusive; · = no result given; & = joins results of further samples; [ ] = remark or other dose. Unless noted, calls follow the shape of the dose curve; as a rule, active = well fitted curve in the direction sought with a large enough effect; inconclusive = small, poorly fitted or top-dose-only effect, or another doubt; inactive = no such curve, though single readings can be large; an effect the other way counts as inactive or inconclusive. Potency is read from the fitted curve at half-maximal effect.

Results follow in this order: GAA glycogen	aGlu spleen mod	GAA inhib	HTT ATP protect	GoLoco inh red	HttQ103 aggreg	IMPase Li inh
Cc1cc(C)n(Cc2n[nH]c(=S)n2Cc2ccccc2)n1
  -7%	-12%	-15%	-31%	11%	2%	17%[38.3 µM]
CN1CCN(C(=O)c2ccc3c(c2)OCCO3)CC1
  0%	3%	3%	-2%[10 µM]	-4%	3%	1%
CCOC(=O)Cc1csc(NC(=O)c2c(-c3c(Cl)cccc3Cl)noc2C)n1
  1%	-4%	2%	-13%	2%	-4%	-3%[38.3 µM]
Cc1ccccc1-c1ccc(/C=C2/SC(N3CCOCC3)=NC2=O)o1
  1%	-14%	·	42%[10 µM]	-16%	9%[9.22 µM]	·
CCSC1=C(C#N)C(c2ccccc2Cl)CC(=O)N1 (centres undefined)
  4%	-9%	2%	-14%	-1%	2%	4%[38.3 µM]
O=C(CN1C(=O)C(=O)N(Cc2ccccc2)C1=O)Nc1ccc(F)c(Cl)c1
  1%	4%	6%	-22%	-2%	0%	-6%
O=C(NCC1CCN(Cc2ccccc2Cl)CC1)Nc1cccc(Cl)c1
  9%	-4%	-10%	-30%[1.9 µM]	3%	12%[9.22 µM]	11%
O=C(CCSCc1ccccc1F)N1CCN(c2ccccn2)CC1
  -2%	-15%	1%	2%	4%	-4%	33%[38.3 µM]
CC(C)NC(=O)N1CCN(c2ccncc2S(=O)(=O)N2CCOCC2)CC1
  10%	2%	-2%	-5%	-6%	-6%	5%[38.3 µM]
Cc1cc(=O)c2c(O)c3c(O)cc(=O)c4c3c3c(cc(O)c1c23)C(C)(C)C=4O
  ·	-7%	·	-253%&-185%[inhibitor]	0.63µM*	3.2µM*	-19%
CCOc1ccc(C2NC(=O)C(C#N)=C(S)N2c2cccc(C)c2)cc1OC (centres undefined)
  -18%	-5%	3%	6%[10 µM]	1%	2%[9.22 µM]	14%
COc1ccc(C(=O)N/N=C/c2ccc(OC(=O)c3ccccc3)cc2)cc1
  5%	1%	-3%	21%[10 µM]	1%	-1%	8%
O=C(Cn1nnc2ccccc21)Nc1ccc(Cl)cn1
  -14%	-2%	-2%	-12%	2%	-2%	2%
O=c1oc2c(CN3CCCCC3)c(O)ccc2c2c1CCCC2
  6%	?	?	18%	2%	-2%	-19%[38.3 µM]
COCCN(CCOC)C(=O)c1ccc(SCc2ccc(C)cc2)c([N+](=O)[O-])c1
  -1%	4%	-3%	-13%	3%	?	-3%
CCOC(=O)CNC(=O)N1c2ccccc2Sc2ccccc21
  3%	3%	4%	-9%	2%	-3%	10%
COc1cc2c(cc1OC)C(C(=O)NCc1cccnc1)C(c1cccnc1)N(C)C2=O (centres undefined)
  -11%	-4%	2%	-9%	0%	11%	-14%[38.3 µM]
COc1ccccc1C(O)(C(=O)NNc1cccc(C)c1)c1ccccc1OC
  ?	-11%	?	17%[10 µM]	2%	-9%	4%
COc1cccc(-n2nc(C(C)=O)c(=O)[nH]c2=O)c1
  6%	3%	-3%	-18%	1%	-7%	-6%
CC1(C)Cc2c(C#N)c(SCCOc3ccccc3)nc(N3CCOCC3)c2CO1
  -8%	3%	-11%	-50%[inhibitor]	11%	?	-4%[38.3 µM]

Reprinted at random: two compounds from above, in no set order.
Results follow in this order: GAA glycogen	aGlu spleen mod	GAA inhib	HTT ATP protect	GoLoco inh red	HttQ103 aggreg	IMPase Li inh
O=C(Cn1nnc2ccccc21)Nc1ccc(Cl)cn1
  -14%	-2%	-2%	-12%	2%	-2%	2%
Cc1cc(C)n(Cc2n[nH]c(=S)n2Cc2ccccc2)n1
  -7%	-12%	-15%	-31%	11%	2%	17%[38.3 µM]

(listing goes on)
Results follow in this order: GAA glycogen	aGlu spleen mod	GAA inhib	HTT ATP protect	GoLoco inh red	HttQ103 aggreg	IMPase Li inh
CC1(C)c2ccccc2N(CC(N)=O)C12C=Cc1ccccc1O2 (centres undefined)
  0%	0%	·	14%[10 µM]	47%[activator]	0%[9.22 µM]	·
Cc1cc2ccccc2n1CCNC(=O)Cc1cccc2ccccc12
  14%	-8%	-1%	-11%[10 µM]	7%	-23%	-62%[38.3 µM]
CCN1C(=O)c2cccc3c(S(=O)(=O)NCc4ccco4)ccc1c23
  -1%	-6%	2%	-14%[10 µM]	-1%	26%	1%
Cc1ccc(NC(=O)c2cc(NC(=O)C3CC=CCC3C(=O)O)ccc2N2CCOCC2)cc1Cl (centres undefined)
  2%	-11%	-9%	-1%	6%	21%	16%[38.3 µM]
CCOC(=O)N1CCN(S(=O)(=O)c2ccc3c(c2)CCN3C(=O)C2CCC2)CC1
  -9%	-5%	-14%	-4%	6%	-8%	24%[38.3 µM]
CCCCN(C(=S)Nc1cccc(C)c1C)c1c(N)n(CCC)c(=O)[nH]c1=O
  0%	-5%	-5%	11%	3%	-18%	-2%
COC(=O)c1cc(Br)c(=O)n(CCc2ccccc2)c1
  11%	-10%	1%	9%	-5%	14%	2%[38.3 µM]
Cc1ccc(CN2CCN(Cc3cn(C)nc3-c3ccccc3)CC2CCO)o1 (centres undefined)
  8%	-8%	1%	-25%	5%	13%	6%
Oc1ccc(-c2csc(-c3c[nH]c4ccccc34)n2)c(O)c1
  -4%	-1%	-15%	·	65%[activator]	?	9%
CCN(Cc1ccccc1)C(c1ccccn1)c1nnnn1C1CCCCC1 (centres undefined)
  -2%	-3%	-10%	-3%[10 µM]	-1%	-15%	15%
CC(C)[C@H](NC(=O)c1ccccc1)C(=O)O
  -1%	-2%	-2%	-10%	3%	7%	4%
O=Nc1c(-c2c(O)[nH]c3cc(Br)ccc23)[nH]c2ccccc12
  13%[76.3 µM]	5%	·	·	138%[activator]	·	34%[activator]
CC(NC(=O)C1CCCN(C(=O)N(C)C)C1)c1ccccc1 (centres undefined)
  6%	0%	4%	12%	-17%	23%	10%[38.3 µM]
CCOc1ccc(-n2c(=S)sc3c(=O)[nH]c(SCC(=O)NCc4ccco4)nc32)cc1
  4%	-3%	-31%	-18%	·	-14%	·
COc1ccccc1N/C(N)=N/c1nc(C(F)(F)F)cc(=O)[nH]1
  1%	2%	2%	-31%	70%[activator]	-19%	15%
CCN(CC)S(=O)(=O)c1cccc(C(=O)NCCCN2CCOCC2)c1
  -13%	0%	?	-8%	-2%	-8%[9.22 µM]	3%[38.3 µM]
O=c1c2ccccc2nnn1CSc1nnc(-c2cccnc2)n1-c1ccccc1F
  -7%	2%	-10%	-11%	·	3%	·
CCCCn1nnnc1NCc1cc(OC)c(OC)c(OC)c1
  10%	-4%	-5%	-20%[0.074 µM]	-11%	0%	-25%[38.3 µM]
CC(=O)NCCn1c(SCC(=O)NCCC2=CCCCC2)nc2ccccc2c1=O
  -2%	0%	6%	16%	9%	9%	-13%[38.3 µM]
CS(=O)(=O)N1CCCC(c2nc(-c3ccc(S(=O)(=O)NCc4ccccc4)cc3)no2)C1 (centres undefined)
  7%	-11%	-12%	-45%[inhibitor]	-1%	?	15%[38.3 µM]
Cc1nc(NC(=O)COc2ccccc2)sc1C(=O)Nc1ccccc1
  -6%	3%	-7%	-17%[10 µM]	4%	-1%	?
Cc1cccc(NC(=S)N2CCOCC2)c1C
  1%	3%	3%	6%[10 µM]	-2%	4%	-1%
N[C@@H](Cc1ccc(O)c(I)c1)C(=O)O
  3%	-10%&9%	0%[15.4 µM]	·	3%&7%	-15%	2%&9%
NC(=O)CC(NC(=O)c1ccc(Br)cc1)c1ccc(N2CCN(c3ccccn3)CC2)c([N+](=O)[O-])c1 (centres undefined)
  -3%	-7%	·	2%[10 µM]	4%	-22%[9.22 µM]	·
CCc1ccc(/C=C(\Cl)c2nc3cc(Cl)ccc3c(=O)[nH]2)cc1
  -1%	11%	-1%	-14%[10 µM]	11%	2%	-3%
CCOc1ccccc1N(CC(=O)N1CCOCC1)S(=O)(=O)c1ccc(SC)cc1
  4%	2%	-10%	-6%[10 µM]	0%	-13%	7%[38.3 µM]
CC1(C)CC(=O)C2=C(C1)N1C(=C(C#N)C2c2ccccc2Cl)N=C(N)c2ccccc21 (centres undefined)
  -18%	-3%	0%	·	2%	-9%	-1%
Cc1cccc(N)c1SC1CCCCC1O (centres undefined)
  -9%	5%	-7%	20%[10 µM]	0%	-4%	-1%
Nc1ncn([C@H]2O[C@@H](CO)[C@@H](O)[C@@H]2O)c(=O)n1
  ·	-9%[29.1 µM]	·	-44%[inhibitor][40.3 µM]	5%[21.6 µM]	·	1%
Cc1ccc(S(=O)(=O)NC2CCCC2)cc1C
  -4%	-2%	-6%	9%	-11%	-8%	13%[38.3 µM]
CCN1C(=O)CSc2ccc(C(=O)NCc3ccc(OC)cc3)cc21
  7%	-2%	-6%	-11%	4%	1%	22%[38.3 µM]
Cc1ccc(C(C)C)c(OCC(=O)N/N=C/c2cccn2C)c1
  -11%	3%	·	8%[10 µM]	12%	-32%[9.22 µM]	·
COc1ccc2c(c1)O[C@@H](c1ccc3c(c1)OCO3)[C@H](OC(=O)NCCc1ccc(OC)c(OC)c1)C2=O
  ·	-7%	·	-180%[inhibitor]	-8%	·	-14%
O=C(CSCc1ccc([N+](=O)[O-])cc1)N/N=C/c1cccnc1
  12%	0%	11%	-20%[10 µM]	3%	-10%[9.22 µM]	6%
COc1ccc(C(=O)Nc2ccccc2C(=O)NC(Cc2c[nH]c3ccccc23)C(=O)O)cc1 (centres undefined)
  -12%	-2%	8%	10%[10 µM]	27%	4%[9.22 µM]	2%
Cc1ccc(-c2csc(=S)n2CC(=O)OCC(=O)NCc2ccco2)cc1
  -3%	-4%	-1%	10%[1.9 µM]	11%	5%	32%[activator][38.3 µM]
c1ccc(C2C3=C(CCCC3)Nc3ncnn32)cc1 (centres undefined)
  -11%	2%	-1%	-5%[10 µM]	-11%	9%	-12%[38.3 µM]

Source: PubChem BioAssay (National Center for Advancing Translational Sciences (NCATS))

Only part of the results is shown; the hit share may differ from the screen's.
